# KKLEB cytotox – cytotoxicity in KKLEB CF airway cells, primary screen, cytotoxicity control for CF NF-kB inhibitor project, cell-based, uHTS, fluorescence assay plates. activity change (cytotoxicity), % at 5 µM. hit rate 0.36% among 360,000. KKLEB CF airway cells viability, ATPlite luminescence, overnight; active compounds read low; cells stimulated with P. aeruginosa culture filtrate;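 active means corrected activity change at or below -50% at 5 µM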
# aDG glyco act – activators of alpha-DG glycosylation, primary screen, uHTS, Pro5-aDG cells, AlphaScreen. AID 624168, 2012. activation, % at 10 µM. hit rate 0.22% among 360,000. alpha-DG glycosylation AlphaScreen (IIH6); 0% Pro5, 100% B10-LARGE cell signal;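 active means activation of at least 8% versus controls, or a plate z-score of at least 8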;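 further: Pro5 are CHO cells carrying HIG-tagged alpha-DG that lacks glycosylation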
# NR2E3 ag-1 – inhibitors of NR2E3-RetCOR corepressor binding, primary screen, NR2E3 agonist project, biochemical, TR-FRET, GST-NR2E3, biotin-RetCOR | Photoreceptor-specific nuclear receptor (Homo sapiens), Q9Y5X4 | 1536-well | inhibition of corepressor binding, % at 4.78 µM | hit rate 0.12% among 320,000 | AID 2300, 2010;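 active means percent inhibition above the cutoff of mean plus 3 SD of all tested compounds, set per screening campaign, cut at about 20% in these data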;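 further: 0% = DMSO wells and 100% = biotin wells as full block of FRET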
# Target sequence (Q9Y5X4 whole entry, looked up): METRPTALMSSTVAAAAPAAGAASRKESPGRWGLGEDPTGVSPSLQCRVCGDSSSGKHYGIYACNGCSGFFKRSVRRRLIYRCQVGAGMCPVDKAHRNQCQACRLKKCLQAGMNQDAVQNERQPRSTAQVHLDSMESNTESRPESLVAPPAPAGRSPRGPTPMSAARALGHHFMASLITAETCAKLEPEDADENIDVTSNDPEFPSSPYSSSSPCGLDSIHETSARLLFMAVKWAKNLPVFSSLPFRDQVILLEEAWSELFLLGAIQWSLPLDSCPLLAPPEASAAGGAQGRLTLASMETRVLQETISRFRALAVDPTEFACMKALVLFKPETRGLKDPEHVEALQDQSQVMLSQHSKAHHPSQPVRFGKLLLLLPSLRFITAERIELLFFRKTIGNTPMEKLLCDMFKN
#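 Format: 1536-well format; test system: GST-NR2E3 and biotin-RetCOR proteins; read-out basis: percent inhibition of TR-FRET ratio; timing: 5 h incubation at 4 °C; detection: time-resolved FRET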
# Peg3 prom inh – Peg3 promoter-driven luciferase inhibitors, primary screen, cell-based, HeLa, luciferase luminescence; HeLa PEG-Prom luciferase reporter, overnight; inhibition, % at 20 µM; hit rate 1.7% among 360,000; AID 588405, 2011;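 active means inhibition of at least 50% at 20 µM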
# TRPM1 prom inh – inhibitors of MITF-dependent TRPM1 promoter reporter, primary screen, cell-based, SK-MEL-5, single point, luciferase. SK-MEL-5 TRPM1 promoter luciferase, 24 h. inhibition, % at 12.5 µM. hit rate 0.83% among 330,000. AID 488899, 2010;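 active means mean inhibition across replicates of 60% or more, whatever share of single replicates reaches that level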; further: values of inactives mirror those of a sister screen read the other way
# iPSC survival up – enhancers of single-cell hiPSC survival, primary screen, ATPlite luminescence; survival enhancement, % at 20 µM; 100% = ROCK inhibitor wells, 0% = DMSO; hit rate 0.044% among 360,000; AID 602274, 2012; in the data active means survival enhancement above about 18%;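 further: cells exposed to compounds for 16 hours before the ATP read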
# NR2E3 ag-2 – NR2E3 agonists in two-hybrid cells, primary screen, cell-based, luminescence, CHO-S, Gal4-NCOR/VP16-NR2E3. luciferase. inhibition of corepressor binding, % at 3.98 µM. hit rate 0.35% among 360,000. AID 602229, 2012;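 active means inhibition above the mean of all tested compounds plus 3 SD, cut at about 70% in these data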;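 further: 0% = DMSO with NR2E3 transfected cells and 100% = cells lacking NR2E3 construct; higher means lower luciferase signal from less NR2E3 corepressor binding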
# HIF-2a block – HIF-2a reporter inhibitors, primary screen, luminescence, 786-0 RCC cells; hit rate 0.72% among 360,000; inhibition, % at 18.8 µM; 786-0 RCC cells HIF-2a reporter, luciferase luminescence, overnight; AID 624352, 2012;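 active means inhibition of the luminescence signal of 40% or more relative to plate controls, in a single-dose primary screen at 18.75 µM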
# TWEAK Fn14 block – inhibitors of TWEAK-Fn14 signaling, primary screen, luciferase reporter cells, uHTS; inhibition, % at 10 µM; hit rate 2% among 360,000; TWEAK-stimulated Fn14 reporter cells, luciferase luminescence, 8 h; in the data active means inhibition above about 50%
# Shn3 3UTR inh – reduction of Shn3 3'UTR firefly luciferase signal, primary screen, Schnurri-3 inhibitor project, cell-based, Clone20 osteoblasts, set 2; Clone20 osteoblast Shn3 3'UTR firefly luciferase, 24 h; inhibition, % at 12.5 µM; hit rate 0.52% among 360,000;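 active means mean inhibition of at least 75% with every replicate also reaching 75%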;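 further: 0% = median of neutral control wells and 100% = pilot-screen positive control compound; some compounds past the cut are filed as inactive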
# CF NFkB block – inhibitors of PAF-induced NF-kB signaling, primary screen, cell-based, GFP fluorescence, uHTS; AID 588850, 2011; hit rate 0.86% among 360,000; inhibition, % at 5 µM; KKLEB NF-kB-GFP reporter, GFP fluorescence overnight;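 active means at least 50% inhibition at 5 µM, scaled per plate between neutral and stimulator controls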;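 further: PAF is a Pseudomonas aeruginosa culture filtrate used as stimulus; plate controls were PAF-stimulated DMSO wells for no effect and unstimulated DMSO wells for full effect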
# The depositor's hits bear a star; / = no result given; & = joins results of further samples; ! = not active in a repeat.
Compound	KKLEB cytotox	aDG glyco act	NR2E3 ag-1	Peg3 prom inh	TRPM1 prom inh	iPSC survival up	NR2E3 ag-2	HIF-2a block	TWEAK Fn14 block	Shn3 3UTR inh	CF NFkB block
CCCC1CCc2c(sc(NC(=O)c3cccs3)c2C(N)=O)C1 (stereo not drawn)	8	0.3	-1	-145	-75	-1.3	-17	-144	-18	-73	-8
O=C(CCS(=O)(=O)CCN1CCOCC1)NCNC(=O)CCS(=O)(=O)CCN1CCOCC1	-5	-0.3	5	-1	3	-0.6	12	10	-5	1	-6
COc1cc2c(cc1NC(=O)/C=C/c1ccc([N+](=O)[O-])cc1)oc1ccccc12	-27	0.0	-1	-3	-7	-3.2	8	12	-6	10	36
O=C(NCc1ccco1)N1c2ccccc2Sc2ccccc21	-5	0.1	-4	23	17	0.1	-18	9	16	41	13
COc1ccccc1-c1nc(-c2ccncc2)no1	4	-0.3	1	-256	-21	-1.2	-140	-178	33	-53	-17
CCC(C)Sc1cc(-c2nc3ccc(C)cn3c2NCc2ccccc2)ccc1OC (stereo not drawn)	-32	0.3&0.1	4	96*	53	-0.4&0.8	10&-13	-120&-36	78*!	97*	58*
Cc1ccccc1C(=O)O/N=C(\N)c1ccccc1	7	-0.1	1	30	10	-0.6	-47	-257	42	-1	-16
COc1ccc(C)cc1S(=O)(=O)NC1CCCC1	-10	-0.1	1	23	-6	-2.6	-18	23	9	0	1
Cc1cc2ccccn2c1C(=O)c1ccc([N+](=O)[O-])o1	-21	0.7	-3	99*	36	-0.5	30	38	41	62	30
CC(C)[C@@H]1Cc2[nH]n(C)c(=O)c2[C@H](c2ccc(F)cc2)O1	/	0.1	/	/	/	-0.2	-20	12	2	/	/
CN(C)N1C(=O)c2c(Cl)c(Cl)c(Cl)c(Cl)c2C1=O	21	-0.2	/	15	8	-1.6	-3	10	21	13	-50
CN(C)N1C(N)=C(C#N)C(c2cccnc2)C2=C1CC(C)(C)CC2=O (stereo not drawn)	-6	0.1	2	-12	-9	-1.6	-8	1	-11	-6	-4
CCn1cc(CN2CCCC(C(=O)Nc3cccc(-n4cccn4)c3)C2)cn1 (stereo not drawn)	-20	0.1	/	-5	/	-1.9	-6	11	-12	-16	21
CC1(C(=O)NS(=O)(=O)C2CC2)CCN(C(=O)c2ccc(F)c(Cl)c2)C1 (stereo not drawn)	4	-0.2	/	5	/	2.4	-36	7	-19	4	-10
COCCNC(=O)Cn1nc(C)c([N+](=O)[O-])c1C	5	0.0	-3	14	1	-0.6	-32	13	5	-2	-2
O=C(O)CCCNS(=O)(=O)c1ccc(Br)s1	1	-0.3	-1	-3	1	1.2	-5	12	-11	-2	8
N/C(=N\OC(=O)c1ccccc1F)c1ccc([N+](=O)[O-])cc1	-6	0.1	-2	-222	-86	-0.6	2	-185	-14	-92	0
CC(C)COP(=O)(OCC(C)C)C(Nc1ccccc1)c1ccccc1 (stereo not drawn)	7	0.1	1	33	8	0.5	-3	23	-4	0	-8
CC(OC(=O)c1cccs1)C(=O)NC1CCCCC1C (stereo not drawn)	11	0.2	6	7	-4	-0.2	8	15	-1	6	-20
O=C(CCC1CCCC1)NNC(=O)c1cc2ccccc2cc1O	11	0.0	-3	14	0	-0.3	-20	3	-2	0	-19
Cc1ccc(S(=O)(=O)NCCC(=O)OCC(=O)N(Cc2ccccc2)C(C)(C)C)cc1	-4	0.3	0	-6	-4	0.3	-25	4	0	0	6
Cc1ccc2cc(C#N)c(SCC(=O)NNC(=O)Cc3ccccc3)nc2c1	-14	-0.1	/	23	6	-1.7	0	5	-2	2	-9
COc1cc(CCN2C(=O)c3cccc4cccc(c34)C2=O)c(S(=O)(=O)N2CCC(C)CC2)cc1OC	-13	-0.4	2	5	3	0.7	-13	-2	30	11	12
O=C(Nc1ccc(Cl)c(Cl)c1)C1CCN(C(=O)c2ccco2)CC1	-10	0.1	-4	2	-6	-0.5	-23	-18	-7	9	2
COc1ccccc1Cc1c(-c2cccc(Br)c2)nc2ccc(Br)cn12	1	0.0	/	-164	/	1.6	-5	-202	-4	19	-5
CN(c1ncc(C(F)(F)F)cc1Cl)N1C(=O)c2cccc([N+](=O)[O-])c2C1=O	1	-0.3	2	-1	-2	1.4	-10	6	8	-9	-10
CCn1c(=O)cc(SCC(=O)NCCCN2CCN(c3ccccc3F)CC2)c2ccccc21	11	0.3	0	20	-5	1.9	0	-12	1	2	-30
Cc1cc(C)cc(NC(=O)CSc2n[nH]c(-c3cccnc3)n2)c1	5	0.0	5	7	13	0.1	-14	5	20	2	-5
O=C(COC(=O)c1ccc(F)cc1Cl)NC1CCCCCCC1	7	0.0	/	-17	-9	1.2	-26	-6	-35	-27	-41
Cn1cnc([N+](=O)[O-])c1SCC(O)CCl (stereo not drawn)	7	0.0	-2	-4	-1	2.1	-7	17	2	-6	3
CCN(CC(=O)Nc1ccc(NC(C)=O)cc1)C(=O)CCCc1nc2ccccc2c(=O)[nH]1	17	-0.3	-4	6	13	0.1	-12	5	20	-13	-14
CC(=O)Nc1ccc(-c2ccnc3c2CC(C(=O)NCC2CC2)O3)cc1 (stereo not drawn)	-19	-0.1	/	8	/	-2.6	-20	9	22	6	4
Cc1ccc(C(=O)N2CCN(c3ccc(NC(=O)COc4ccccc4C)cc3)CC2)cc1	7	1.0	6	4	23	0.2	16	-14	17	30	-10
Cc1ccc(/C(N)=N/OC(=O)CCC2CCCC2)cc1	3	-0.4	-2	-69	-15	5.3	1	-124	-35	-48	20
O=C(Cn1nnc2ccccc21)N1CCCCC1	-9	0.0	3	-4	10	-3.3	-22	16	3	22	1
O=C(CSc1ccc(-c2cccc([N+](=O)[O-])c2)nn1)N1CCCCC1	-2	0.1	1	-21	-9	-0.4	-13	-27	17	-20	16
Cc1cc(=O)n2c(n1)OC(CO)C2 (stereo not drawn)	1	-0.2	-1	2	5	3.7	3	18	15	-2	-3
CCC(C)(C)n1nnnc1C(c1ccccc1F)N1CCN(C(=O)c2ccco2)CC1 (stereo not drawn)	1	0.0	-1	3	/	1.3	1	6	1	-49	12
COC(=O)c1ccc(NC(=O)c2ccc(CN3CCOCC3)cc2)cc1	-2	0.1	1	5	16	-0.9	-1	-5	5	3	5
CCOc1ccc(-n2c(C)nc3cc(C(=O)NCCCN4CCOCC4)ccc32)cc1	-9	-0.2	-4	14	1	-1.2	-5	2	-6	-25	-2
Cc1csc(NC(=O)CSc2nccn2Cc2ccco2)n1	20	0.0	0	-31	-6	0.3	-36	-36	7	-5	14
Cc1cc(O)cc(=O)n1Cc1ccco1	-4	-0.3	0	-2	15	0.8	-14	-1	-5	1	5
O=C(Nc1ccccc1)c1cc(C2CCCN(C(=O)C/C=C/c3ccccc3)C2)on1 (stereo not drawn)	0	0.0	/	-105	/	-0.9	-40	-148	7	-37	-1
CC(C)(C)OC(=O)NCCCCCc1nnc(SCC(N)=O)o1	4	0.0	0	5	8	-1.0	8	14	0	-13	6
COc1ccc(C(=O)NCc2csc(-c3cccs3)n2)cc1	-9	0.5	-2	-3	3	0.0	21	-23	-12	-2	-16
Cc1nc(C)c(C(=O)NCc2ccc(Cl)cc2)o1	-14	-0.2	6	10	1	-1.1	4	1	1	-21	-18
CC1Cc2ccccc2N1C(=O)c1ccc(Br)o1 (stereo not drawn)	-3	0.0	1	-362	-94	-0.1	-118	-305	40	-148	-11
COCC(=O)Nc1c(C(=O)Nc2cccc(OC)c2)oc2ccccc12	-5	-0.4	-2	-200	-102	-2.0	11	-309	9	-10	-10
O=C(CSc1nnc2ccccn12)NC(=O)c1cccc([N+](=O)[O-])c1	-10	-0.1	/	-7	11	0.1	-30	-4	1	-2	-6
COc1ccc(CCn2c(-n3nc(C)cc3C)nc3c2c(=O)[nH]c(=O)n3C)cc1	-6	-0.4	4	10	25	0.8	19	5	8	-4	8

# Shown with values under each structure: entries from further up.
# Fields – KKLEB cytotox	aDG glyco act	NR2E3 ag-1	Peg3 prom inh	TRPM1 prom inh	iPSC survival up	NR2E3 ag-2	HIF-2a block	TWEAK Fn14 block	Shn3 3UTR inh	CF NFkB block
- CCC(C)(C)n1nnnc1C(c1ccccc1F)N1CCN(C(=O)c2ccco2)CC1 (stereo not drawn)
 : 1	0.0	-1	3	/	1.3	1	6	1	-49	12
- COC(=O)c1ccc(NC(=O)c2ccc(CN3CCOCC3)cc2)cc1
 : -2	0.1	1	5	16	-0.9	-1	-5	5	3	5

# Going on with the list.
Compound	KKLEB cytotox	aDG glyco act	NR2E3 ag-1	Peg3 prom inh	TRPM1 prom inh	iPSC survival up	NR2E3 ag-2	HIF-2a block	TWEAK Fn14 block	Shn3 3UTR inh	CF NFkB block
Cc1ccc(C(=O)NCc2ccc(N3CCN(C)CC3)cc2)cc1C	-18	0.0	-1	-42	-14	0.1	-41	-31	5	8	-6
CCN1CCN(c2nc(Nc3ccc(NC(C)=O)cc3)nc(Nc3ccc(NC(C)=O)cc3)n2)CC1	0	0.0	1	6	5	-0.4	-23	68*	14	30	-2
Cc1n[nH]c(=O)nc1NCc1ccccc1	-12	-0.1	-2	11	11	2.4	4	7	-3	1	-2
CCCC(=O)Nc1cc(-c2nn(C)c(=O)c3ccccc23)ccc1OC	-7	0.6	2	14	6	-2.1	12	3	2	16	-8
CCC(C)(C)NC(=O)C(c1ccc(C)cc1)N(Cc1cccs1)C(=O)c1ccc2c(c1)OCCO2 (stereo not drawn)	-1	1.6	5	11	2	1.7	-11	-11	88*	4	10
O=S(=O)(c1ccc(Cl)c(C(F)(F)F)c1)N1CCN(CC(O)COc2ccccc2F)CC1 (stereo not drawn)	5	0.2	-2	30	8	-0.6	-1	3	11	13	3
COc1ccc(NS(=O)(=O)c2ccc(C)c(C(=O)NC3CCN(Cc4ccccc4)CC3)c2)cc1	0	0.3	2	13	12	-0.5	19	13	9	55	-3
COc1ccc(Cn2nnnc2C(c2ccc(N(C)C)cc2)N2CCC(C(N)=O)CC2)cc1 (stereo not drawn)	4	-0.1	-1	1	-9	2.1	-24	8	-26	1	12
O=[N+]([O-])c1ccc(Sc2cc[n+]([O-])c3ccccc23)c([N+](=O)[O-])c1	-22	-0.1	0	7	90*	-0.5	-12	-40	77*	-10	24
